IL-1B inflam inh – qHTS for Inhibitors of Inflammasome Signaling: IL-1-beta AlphaLISA Primary Screen. THP-1 LPS/ATP IL-1B secretion, AlphaLISA, 16 h; active compounds read low. activity change, % at 57.5 µM. 4.7% of 360,000 active; in the data active = activity change below about -50%; inconclusive = mostly about -30% to -49%; note: % is set by controls: 0 for no effect and ±100 for the full control effect
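Secreted IL-1B measured by AlphaLISA bead assay after 16 h compound exposure of THP-1 cells; compounds (final up to 57.5 uM) added 1 h before LPS (250 ng/mL) and ATP (1.25 mM) stimulation; lower signal means less secretion.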
A549 tox – Nrf2 qHTS screen for inhibitors: counterscreen for cytotoxicity. A549 ARE-Fluc cells, CellTiter-Fluor viability, 18-24 h. Potency, µM (highest dose often 46 µM), without a hit: at the top dose activity change, negative = cytotoxicity, actives largely listed as inhibitors. 0.16% of 390,000 active. AID 504648, 2011; note: potency is the fitted concentration of half-maximal effect; % is set by controls: 0 for no effect and ±100 for the full control effect
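A549 ARE_Fluc cells in 5% FBS OPTI-MEM were exposed to compounds in concentration-response for 18-24 h at 37 deg C. Viability was read by CellTiter-Fluor fluorescence (Ex 405/Em 525) after 30 min, before the luciferase read.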
HepG2 tox – qHTS for Inhibitors of TGF-b: Cytotox Counterscreen; HepG2 CAGA-GFP viability, ATP luminescence, 18 h; Potency, µM (series often up to 46.1 µM), for inactives: at the top dose activity change, negative = cytotoxicity, usual class: cytotoxic; 0.76% of 410,000 active; AID 588856, 2011; note: potency is the fitted concentration of half-maximal effect; some results filed as inactive show a strong effect at the top dose
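CellTiter-Glo luminescence gave cytotoxicity after 18 hours at 37 degrees C. The cells were HepG2 CAGA-GFP in 1% FBS DMEM, stimulated with 500 pg/mL TGF-beta after compound addition. %Activity was normalised to no-cell wells (complete cell-killing) and DMSO (no toxicity), and curves were fitted and classified.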
TGFb SMAD3 inh – qHTS for Inhibitors of TGF-b; HepG2 CAGA-GFP TGF-b/SMAD3 reporter, GFP fluorescence, 18 h; TGF-beta stimulated, 500 pg/mL final; Potency, µM (doses to about 46.1 µM), inactives show at the highest dose activity, negative = inhibition, most hits filed as inhibitors; 1.2% of 410,000 active; note: potency is the fitted concentration of half-maximal effect; % is set by controls: 0 for no effect and ±100 for the full control effect; nearly all actives have a fitted effect of over 65% in size
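Read-out: total well GFP (ex488/em500-530) summed from mean per-cell fluorescence. Cells: HEPG2 CAGA-GFP, 1% FBS DMEM, 18 h at 37 degrees C with 500 pg/mL final TGF-beta. Unstimulated wells served as the full-inhibition control; stimulated DMSO wells = 0%.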
MCF10A rereplic – A quantitative high throughput screen for small molecules that induce DNA re-replication in MCF 10a normal breast cells. MCF 10A DNA re-replication, Hoechst nuclear intensity, 48 h. Potency, µM (highest dose often 46.1 µM), without a hit: at the highest dose activity, positive = re-replication, usual class: activators. 2.9% of 350,000 active; note: potency is the fitted concentration of half-maximal effect; % of control where 0% means no effect; nearly all actives have a fitted effect of over 50% in size
ATXN viability – Viability Counterscreen for Primary qHTS for Inhibitors of ATXN expression | S2 cells (HEK-293 line with an ATXN2-luciferase reporter) viability, CellTiter-Fluor protease fluorescence, 24 h | Potency, µM (highest dose often 56.7 µM), actives largely listed as cytotoxic | 0.49% of 400,000 active | AID 651635, 2014; note: potency is the fitted concentration of half-maximal effect; nearly all actives have a fitted effect of over 40% in size
ATXN2 expr inh – Primary qHTS for Inhibitors of ATXN expression | 0.72% of 360,000 active | HEK-293 ATXN2-luciferase reporter, luminescence, 24 h | Potency, µM (series often up to 57 µM), inactives show at the highest dose activity change, negative = inhibition, hits mostly inhibitors | AID 1745845, 2022; note: potency is the fitted concentration of half-maximal effect; % is set by controls: 0 for no effect and ±100 for the full control effect; nearly all actives have a fitted effect of over 55% in size
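qHTS (up to 57 uM final) was run with 24 h compound exposure of reporter cells at 37 °C. Each well was multiplexed: SteadyGlo luminescence measured ATXN2-luciferase expression after a fluorogenic Gly-Phe-AFC viability readout (25 uM final).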
Nrf2 activator – qHTS of Nrf2 Activators. AREc32 ARE-luciferase reporter (MCF7-derived line), luminescence, 24 h. Potency, µM (doses to about 46.1 µM), without a hit: top-dose activation, most hits filed as activators. 0.31% of 410,000 active. AID 624171, 2012; note: potency is the fitted concentration of half-maximal effect; % of control where 0% means no effect; nearly all actives have a fitted effect of over 65% in size
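AREc32 cells carrying an ARE-driven firefly luciferase reporter were seeded at 1000 cells/well in OPTI-MEM with 5% FBS, then exposed to compound for 24 hr at 37 deg C. Luminescence was read with Steady-Glo after 30 min at RT.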
Nrf2 block – Nrf2 qHTS screen for inhibitors | AID 504444, 2011 | Potency, µM (highest dose often 46 µM), for inactives: top-dose activity change, negative = inhibition, hits mostly inhibitors | A549 ARE-Fluc reporter, luciferase luminescence, 18-24 h | 2.1% of 360,000 active; note: potency is the fitted concentration of half-maximal effect; % is set by controls: 0 for no effect and ±100 for the full control effect; nearly all actives have a fitted effect of over 60% in size
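Quantitative HTS in A549 cells stably bearing an antioxidant response element-firefly luciferase construct. Inhibition of Nrf2-driven transcription was scored by luminescence after 18-24 h of compound exposure at 37 °C.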
Numbers without * were called inactive; i = inactive; ? = inconclusive; · = no result given; & = joins results of further samples; [ ] = remark or other dose. Unless noted, calls come from the whole dose curve; as a rule, active = well fitted curve in the direction sought with a large enough effect; inconclusive = small, poorly fitted or top-dose-only effect, or another doubt; inactive = no such curve, though single readings can be large; an effect the other way counts as inactive or inconclusive. Outcome played no part in choosing rows; 8.8% or so of the library scored in one or more.

SMILES	IL-1B inflam inh	A549 tox	HepG2 tox	TGFb SMAD3 inh	MCF10A rereplic	ATXN viability	ATXN2 expr inh	Nrf2 activator	Nrf2 block
CC(C)c1ccc(NC(=O)C2CCN(S(=O)(=O)c3ccc(Br)s3)CC2)cc1	·	-4%	-18%	-9%	·	i	-9%	-0.1%	-28%
Cc1ccc(N2C(=O)CS(=O)(=O)CC2=O)cc1	2	-10%	2%	-1%	6%	i	4%	8.0%	23%
O=C(NCCF)[C@H]1C[C@@H]1[C@H](NP(=O)(c1ccccc1)c1ccccc1)c1ccccc1	31	-2%	3%	-5%	-1%	i	7%	0.0%	-15%
O=C(COc1ccc(Cl)cc1Cl)N1CCCC1	-24	6%	-22%	-7%	12%	i	7%	-0.3%	?
Cc1c(N)ccc(-n2nc3ccccc3n2)c1C	·	-1%	23%	0%	-3%	i	2%	0.3%	6%
Cc1cccc(C(C)Nc2ccc([N+](=O)[O-])cn2)c1 (stereo not given)	58	-2%	-26%	2%	3%	i	-17%	-0.1%	-18%
COc1cc(OC)cc(-c2c(Sc3ccccc3)c3cc(-c4ccc(OC)c(OC)c4)ccc3n2C)c1	0	·	·	·	·	i	3%	0.0%	·
COC(=O)c1ccc(NC(=O)CN2CCN(c3cccc(Cl)c3)CC2)cc1	1	-5%	-5%	-8%	-2%	i	-16%	-0.3%	?
CCOC(=O)C1(c2nc(N)cs2)COC(=O)C1 (stereo not given)	12	0%	8%	-9%	-178%[0.0737 µM]	i	2%	-1.1%	19%
CCCCOc1ccc(NC(=O)C(=O)NCCCn2ccnc2)cc1	10	2%	-6%	-17%	23%	i	-1%	0.3%	?
COc1ccc(C(=O)Nc2nc(-c3ccccn3)cs2)cc1S(=O)(=O)N1CCOCC1	78	-3%	-45%	-25%	6%	i	·	-0.3%	16µM*
Cc1ccccc1N(C(=O)CNC(=O)c1ccco1)C(C(=O)NC1CCCCC1)c1ccncc1 (stereo not given)	-21	1%	-36%	-14%	-3%	?	-4%	0.3%	5%
COc1ccccc1NS(=O)(=O)c1ccc(NC(=O)N2CCCCC2)cc1	6	-5%	-1%	-20%	1%	i	5%	-0.4%	-10%
CC1CC1c1ccc(/C=C(\C#N)C(=O)Nc2ccccc2Cl)o1 (stereo not given)	-17	-4%	-34%	7%	16µM*	i	10%	13µM*	28%
O=C(N/C(=C\c1cccnc1)C(=O)N1CCCCC1)c1cccc(Br)c1	37	0%	21%	6%	-23%	i	2%	-0.3%	7%
CCOC(=O)CN(C(=O)c1ccccc1)c1ccccc1C	10	-11%	-33%	0%	1%	i	0%	-0.9%	-9%
CCC(Cc1ccccc1)NC(=O)C1CCN(S(=O)(=O)c2c(C)noc2C)CC1 (stereo not given)	-4	4%	-1%	-7%	4%	i	0%	-0.9%	-9%
Fc1ccc(CNc2nc3ccccc3n3nnnc23)cc1	37	-4%	-2%	24%	-2%	i	21%	9.0%	-6%
Cc1[nH]c2ccccc2c1SCCNC(=O)c1ccc(F)cc1	·	1%	-27%	?	·	?	?	5.7%	-6%[9.27 µM]
CCOC(=O)CNC(=O)CSc1nnc(-c2ccccc2)n1Cc1ccco1	0	0%	1%	-12%	-2%	i	-3%	2.9%	·
COc1ccccc1CN1CCNC(=O)C1CC(=O)N(C)Cc1nc(C)cs1 (stereo not given)	5	5%	2%	3%	6%	?	-10%	6.5%	-1%
Nc1nc(Nc2cccc(Cl)c2)nc(NCc2ccco2)c1[N+](=O)[O-]	-14	1%	-185%	?	?	?	?	?	?
CC(NC(=O)/C=C/c1ccco1)c1nc2ccccc2n1Cc1c(Cl)cccc1Cl (stereo not given)	22	-5%	1%	-8%	25%	i	-9%	?	?
Cc1ccc(S(=O)(=O)N(C)C)cc1NC(=O)CSc1nncs1	12	2%	18%	-4%	-2%	i	9%	0.7%	0%
Cc1cc(C(=O)OCC(=O)N2CC(C)OC(C)C2)ccc1[N+](=O)[O-] (stereo not given)	40	1%	-2%	3%	-1%	i	·	-0.6%	-2%
Cc1cc(C)nc(NC(=O)c2ccccc2O)n1	34	-1%	-29%	1%	-3%	i	·	4.0%	16%
C=CCC(CC=C)(CNC(=O)C(=O)Nc1cccc(C(F)(F)F)c1)c1ccccc1	·	2%	0%	3%	·	·	·	0.2%	24%
COCC(=O)Oc1cc(-c2ccc(C)cc2C)c(OC(=O)COC)c(-c2ccc(C)cc2C)c1	?	·	7.1µM*	?	·	i	·	?	·
CCCc1nnc(NC(=O)c2ccc([N+](=O)[O-])cc2)s1	-5	-5%	30%	11%	1%	i	12%	3.8%	21%
O=C(O)c1ccc2c(=O)n(-c3ccc(F)cc3)c(=S)[nH]c2c1	0	2%	-3%	1%	1%	i	-7%	0.1%	-13%
c1ccc2c(Cn3nnc4ccccc43)cccc2c1	18	?	-17%	1%	3%	i	-13%	2.6%	8%
Cc1cccc(C)c1NC(=O)C1CCCN1S(=O)(=O)c1ccc2c(c1)n(C)c(=O)c(=O)n2C (stereo not given)	40	-6%	4%	6%	-2%	i	6%	2.9%	4%
Cc1cccc(N2CCN(S(=O)(=O)c3ccc4c(c3)C(C)(C)C(=O)N4C)CC2)c1C	23	0%	-24%	-25%	13%	i	?	4.4%	?
Cc1cc(C)n(C(C)CNC(=O)c2ccc3c(c2)OCO3)n1 (stereo not given)	22	1%	-50%	8%	1%	i	2%	-0.1%	-21%
CC1Cc2ccccc2N1C(=O)CSc1nc2c(c(=O)n(C)c(=O)n2C)n1Cc1ccccc1 (stereo not given)	-14	-12%	-18%	-10%	-1%	?	?	0.3%	-20%
Clc1ccc(-c2nnnn2-c2ccc(Cl)cc2)cc1	9	0%	-18%	7%	8%	i	-19%	-0.8%	14%
COC(=O)c1ccccc1NC(=O)c1sc2nc(C)cc(C)c2c1NC(=O)c1ccccc1Cl	·	2%	1%	7%	·	?	9%	-1.0%	-18%
Cc1nc(SCC(=O)Nc2cccnc2Cl)nc(C)c1C	-8	3%	-29%	-2%	0%	i	-33%	0.3%	10%
CCOc1cc(/C=N/NC(=O)c2nnn(-c3nonc3N)c2C)ccc1OCc1ccc(C)cc1	14	·	4%	-3%	·	?	·	-0.5%	·
Cc1cc(C)cc(NC(=O)CCC(=O)N2Cc3ccccc3Oc3ncccc32)c1	·	7%	-14%	2%	·	i	-12%	4.7%	?
O=S(=O)(c1cc(Cl)cc(Cl)c1O)N1CCC2(CC1)OCCO2	-4	-9%	-3%	-4%	13%	i	-15%	-0.1%	-19%
Cc1ccccc1S(=O)(=O)Cc1ccc(C(=O)NCCN(Cc2ccccc2)C(C)C)o1	-5	3%	-4%	0%	30%	i	-5%	0.1%	2%
Cc1ccc(-c2cn3cccnc3n2)cc1NC(=O)c1c(-c2ccccc2Cl)noc1C	0	-11%	-19%	-22%	?	i	-16%	1.9%	-24%
CC(C)c1ccc(NC(=O)CCS(=O)(=O)c2cccc3nonc23)cc1	1	-2%&2%	-10%&-35%	-22%&-13%	10%	i	6%&4%	0.3%&4.6%	6%
CCOC(=O)C1CCN(CC(O)COc2ccc(C(C)(C)C)cc2)CC1 (stereo not given)	-7	-3%	-25%	-2%	?	i	-31%	0.6%	-6%
COc1ccc(NCc2cc(=O)[nH]c3ccccc23)cc1	-24	2%	-18%	-1%	-1%	i	-10%	0.1%	-27%
CC(C)C(=O)N1CCN(c2cc(N3CCN(C)CC3)c(F)cc2[N+](=O)[O-])CC1	-12	-17%	-1%	-18%	1%	?	-21%	-0.3%	3%
Cn1c(SCC(=O)N2CCCC2)nnc1-c1ccc(S(=O)(=O)N2CCCC2)cc1	14	27%	7%	3%	2%	i	5%	-0.5%	7%
Cc1ccc(C)c(N2CCN(C(=O)CCc3c(C)nc4c(c3C)c(=O)n(C)c(=O)n4C)CC2)c1	·	-3%	10%	-24%	·	i	9%	-0.6%	13%
CCCCOC(=O)C1C2C=C[C@]3(CN(CCCOC)C(=O)[C@H]13)O2 (stereo not given in full)	0	-12%	-16%	6%	-7%	i	0%	-0.3%	11%
NC(=S)N/N=C/c1ccc(C(F)(F)F)cc1	0	-2%	-22%	-29%	?	i	-28%	-0.9%[9.22 µM]	?
Cc1ccc(CS(=O)(=O)CCC(=O)O)cc1	0	9%	-15%	-3%	-7%	i	-1%	4.9%	1%
CN(C)CC[n+]1ccc(C(=O)c2ccccc2)cc1	7	-2%	-2%	4%	-2%	i	-20%	-0.7%	3%
CC(=O)Nc1ccc(C(=O)OCC(=O)NCCC2=CCCCC2)cc1	10	-7%	0%	2%	10%	i	4%	0.0%	25%

Screening data from PubChem.
